HKDC1 inhibitor: blocks human hexokinase HKDC1 activity. AID 493160. inhibition, % at 20 µM. Q2TB90. 0.16% of 340,000 active. recombinant HKDC1, G6PDH/diaphorase resazurin coupled fluorescence;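 active = inhibition above about 35% when tested at 20 µM, limit read from the data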;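 also: plate controls were DMSO wells with enzyme for no effect and DMSO wells lacking enzyme for full effect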
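Assay system – recombinant HKDC1 (HK5) hexokinase enzyme, produced in-house · Input – HKDC1 at 5 µg/mL · Reagent – glucose plus 1 mM ATP as hexokinase substrates · Timing – 90 min reaction incubation at room temperature, dark · Measured by – G6PDH/diaphorase-coupled fluorescence, 1 mM NADP, 100 µM resazurin, 525/613 nm · Benchmarks – DMSO-enzyme wells negative, buffer-substituted wells positive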
SENP8 block-1: blocks human SENP8 cleavage of Nedd8 substrate; Q96LD8; recombinant SENP8, Nedd8 substrate fluorescence; inhibition, % at 20 µM; 0.64% of 360,000 active; AID 602440; in the data active = inhibition mostly above about 40%, no sharp cut-off; inactive = mostly below about 27%
Target sequence (Q96LD8 whole entry, looked up): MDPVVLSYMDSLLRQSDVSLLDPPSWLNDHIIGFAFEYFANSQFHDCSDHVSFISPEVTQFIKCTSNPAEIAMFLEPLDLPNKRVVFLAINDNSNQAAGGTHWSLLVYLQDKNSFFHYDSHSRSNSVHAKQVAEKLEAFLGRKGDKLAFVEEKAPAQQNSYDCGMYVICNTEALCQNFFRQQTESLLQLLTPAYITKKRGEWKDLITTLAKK
SENP6 block: blocks the human protease SENP6. Q9GZR1. Recombinant SENP6 catalytic domain, aminoluciferin luminescence. inhibition, % at 10 µM. 1.8% of 330,000 active. AID 2599;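 active = inhibition above about 50% at the single tested dose, limit read from the data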;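 also: plate controls were DMSO wells with enzyme for no effect and DMSO wells lacking enzyme for full effect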
NLRP3 yeast inh: inhibitors of NALP3 inflammasome in yeast; Yeast reconstituted NLRP3/ASC/caspase-1, beta-gal luminescence, 24 h; 0.39% of 330,000 active; inhibition, % at 10 µM;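 active = inhibition of 50% or more; inactive = inhibition below 50%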;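 also: plate controls were induced DMSO wells for no effect and uninduced yeast grown without galactose for full effect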
SENP7 block: SENP7 protease inhibition. Q9BQF6. recombinant SENP7, Z-RLRGG-aminoluciferin luminescence, 40 min. inhibition, % at 5 µM. 1.5% of 330,000 active. AID 434973;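 active = inhibition above about 50% at the single test dose, limit read from the data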;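 also: plate controls were DMSO with enzyme for no effect and no enzyme buffer wells for full effect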
Target sequence (Q9BQF6 706-1050 limits assumed): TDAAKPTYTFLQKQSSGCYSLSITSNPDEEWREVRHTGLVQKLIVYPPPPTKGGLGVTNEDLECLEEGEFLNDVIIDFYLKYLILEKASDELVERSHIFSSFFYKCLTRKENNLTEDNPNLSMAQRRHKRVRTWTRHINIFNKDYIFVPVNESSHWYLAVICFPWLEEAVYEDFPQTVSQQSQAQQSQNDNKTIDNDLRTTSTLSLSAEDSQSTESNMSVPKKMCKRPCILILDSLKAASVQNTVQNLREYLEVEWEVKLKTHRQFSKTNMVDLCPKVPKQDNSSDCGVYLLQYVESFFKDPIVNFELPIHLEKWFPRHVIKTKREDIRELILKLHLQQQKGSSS
Apaf-1 inh: human Apaf-1 inhibition | O14727 | reconstituted apoptosome caspase-3 activity, DEVD-Rh110 fluorescence | inhibition, % at 20 µM | 0.71% of 330,000 active | AID 489030; active = inhibition of at least 40% at 20 µM;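 also: plate controls were DMSO wells for no effect and DEVD-CHO caspase inhibitor wells for full effect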
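Material: reconstituted apoptosome with Apaf-1, cytochrome c, caspase-9, procaspase-3, dATP. Technique: Rh110 fluorescence intensity. Buffer or medium: pH 7.5 Hepes buffer with CHAPS, BSA, DTT. Times: 30 min plus 50 min, RT.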
PfG6PD inh: PfG6PD (Plasmodium falciparum) enzyme inhibition. PfGluPho enzyme, NADPH resazurin-diaphorase fluorescence. inhibition, % at 20 µM. 0.78% of 350,000 active. AID 504690;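 active = inhibition reaching at least a set limit at 20 µM in the primary screen, cut at about 59% in these data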;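 also: 0% = DMSO wells with substrate and 100% = DMSO wells lacking glucose-6-phosphate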
SENP1 FRET inh: inhibitors of human SENP1 SUMO protease catalytic domain | Q9P0U3 | recombinant SENP1 catalytic domain, CyPet-SUMO1-YPet FRET cleavage | inhibition, % at 10 µM | 0.21% of 360,000 active;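 active = inhibition at least 30% at 10 µM, raw YFP signal under a set limit, fluorescence ratio 0.5 to 1.5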;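 also: 0% = enzyme with DMSO and 100% = no enzyme wells; some results filed as inactive read as strong as hits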
Target sequence (Q9P0U3 419-644 limits assumed): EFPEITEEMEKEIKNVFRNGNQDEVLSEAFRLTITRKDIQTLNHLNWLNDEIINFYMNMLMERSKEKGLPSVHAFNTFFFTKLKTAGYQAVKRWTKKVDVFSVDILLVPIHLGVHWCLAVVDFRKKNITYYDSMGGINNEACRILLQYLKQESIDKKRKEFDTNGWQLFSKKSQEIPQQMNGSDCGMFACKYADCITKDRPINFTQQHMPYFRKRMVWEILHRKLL
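Compound: 10 µM single point, 0.5% DMSO; Test system: hSENP1 catalytic domain, recombinant; Timing: 50 min reaction at room temperature; Technique: FRET, CFP and YFP emission; Control set: no-enzyme wells low, DMSO-plus-enzyme wells high control.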
SENP8 block-2: SENP8 protease inhibition | purified SENP8, Z-RLRGG-aminoluciferin cleavage, luminescence | Q96LD8 | inhibition, % at 10 µM | AID 2540 | 1.2% of 330,000 active; in the data active = inhibition above about 50%
* marks the source's active call; other numbers are inactive results; / = not tested or not shown.

SMILES	SENP1 FRET inh	PfG6PD inh	SENP8 block-1	SENP7 block	Apaf-1 inh	NLRP3 yeast inh	SENP6 block	SENP8 block-2	HKDC1 inhibitor
O=C(NCc1ccccc1)C1CCN(S(=O)(=O)c2ccc(N3CCCC3=O)cc2)CC1	2.5	-13.2	1.1	-9.3	3.0	-0.1	-12.8	-4.9	-3.6
O=C(Nc1ccc2cn[nH]c2c1)c1ccc(Cl)c(S(=O)(=O)N2CCOCC2)c1	-0.1	-17.3	8.0	-7.9	12.8	-7.2	-34.3	-15.5	16.1
CC[C@@]1(c2ccccc2OC)ON(c2ccccc2C(F)(F)F)C1=O	-1.2	11.0	15.4	-6.3	14.8	11.3	-13.6	-15.0	2.3
COc1ccc(NC(=O)c2ccc(COc3ccccc3Br)o2)cc1OC	1.0	15.8	2.4	4.4	20.6	25.6	-3.0	-0.3	-0.2
O=C(N/N=C/c1ccccc1C(=O)O)c1ccc(COc2cccc3cccnc23)cc1	0.0	3.1	-21.7	1.2	1.8	2.8	-10.8	-0.5	8.2
CC1(C2CC2)NC(=O)N(CC(=O)Nc2ccccc2F)C1=O (stereo not drawn)	2.8	4.5	4.4	-5.8	-7.2	6.6	-1.3	10.7	-5.5
COC(=O)c1cscc1NC(C)=O	-2.4	-16.7	18.8	0.1	0.4	8.8	-6.0	-3.6	-3.2
Cc1nc2cc(NCc3nc4ccccc4n3Cc3ccccc3)ccc2n1C	-17.7	17.2	-36.6	-0.9	7.4	-6.9	42.0	27.4	4.8
CC(C)(C)C(=O)N1CCN(c2ccc(Cl)cc2[N+](=O)[O-])CC1	1.1	-4.9	18.5	-2.7	-3.9	11.8	-2.3	-8.1	-5.6
Nc1cc(S(=O)(=O)N2CCCCC2)ccc1Oc1ccc(Cl)cc1	1.2	5.5	12.4	-9.5	31.0	-6.7	-18.3	-5.2	-7.4
CCc1c(C)c(C#N)c2nc3ccccc3n2c1N(C)C	-42.5	-1.1	-194.7	-6.6	9.1	9.4	3.0	-1.9	-11.5
O=C1OC2CC3CC1CC(O)(C3)C2 (stereo not drawn)	1.5	-23.9	11.5	4.8	-2.3	2.7	10.1	2.6	-0.3
COc1cccc(C(C(=O)NC2CCCC2)N(C(=O)CNC(=O)c2ccco2)c2cccnc2)c1 (stereo not drawn)	0.9	-13.0	17.7	-5.6	0.6	7.9	0.8	-5.4	1.2
CC(C)NC(=O)CSc1nnc(-c2ccncc2)n1-c1ccccc1	-3.1	-2.7	-11.5	-12.8	7.5	4.3	-12.6	-12.2	4.0
COc1cccc(/C=C/C(=O)OCC(=O)NCc2ccc3c(c2)OCO3)c1	2.6	10.3	-323.1	-5.9	6.7	9.3	-4.1	-12.4	-4.4
Cc1ccc(C(=O)NCCN2C3=NC[C@H](C(C)C)N3C[C@H]2Cc2ccc(O)cc2)cc1Br	0.5	-8.1	-0.5	-7.4	22.2	6.5	-13.2	-2.4	-0.7
O=C1CNC(=O)/C1=C/c1ccc(O)cc1	1.2	-23.5	27.5	-2.6	-2.6	4.1	-5.3	6.4	-0.8
CCc1nnc(NC(=O)CN2CCN(S(C)(=O)=O)CC2)s1	-0.9	3.2	19.6	-0.2	-5.7	8.2	-9.1	-12.1	0.3
Nc1nc(SCCO)[nH]c(=O)c1NC(=O)c1ccc(Br)o1	1.5	-2.7	7.3	-8.8	2.2	-11.9	10.0	-4.6	-2.0
O=C(CSc1nnc(NC(=O)c2ccccc2)s1)NCC1CCCO1 (stereo not drawn)	1.3	17.5	-20.8	14.1	6.1	-2.7	-12.1	-6.9	-7.8
O=C(CSC1CCCCC1)Nc1ccccc1Br	1.5	-23.3	12.1	3.0	6.0	30.5	20.2	-6.0	-6.3
Cc1ccc(C2CC(=O)C(C=NCCN3CCN(C(=S)Nc4ccc(F)cc4)CC3)=C(O)C2)cc1 (stereo not drawn)	1.6	10.1	5.4	10.0	7.1	22.4	5.0	1.4	-7.7
Cc1ccc2cc3c(N)c(C(=O)N4CC(=O)Nc5ccccc54)sc3nc2c1	/	/	/	-6.6	11.9	4.6	-12.8	-7.2	/
C[n+]1cccc(/C=N/NC(=O)CC23CC4CC(CC(C4)C2)C3)c1	4.9	-8.7	9.1	9.1	-18.1	-0.2	-26.6	-6.1	-4.4
Cc1oc(-c2cc(F)cc(F)c2)nc1CN1CCSCC1	-1.5	3.7	9.9	9.6	-20.1	13.1	-2.1	7.0	-4.7
Cc1ccc(NC(=O)c2cc(C)nn2-c2ccccc2)cc1	1.9	-11.3	6.4	2.9	9.9	21.8	3.7	-2.6	0.2
COc1ccccc1NC(=O)/C(C#N)=C/c1ccncc1	-95.1	5.9	-7.8	11.4	6.1	5.9	-4.9	4.2	-2.6
CCOC(=O)N1CCC(NC(=O)c2cc(S(=O)(=O)N3CCC4(CC3)OCCO4)ccc2F)CC1	-1.3	-9.4	-16.0	-4.4	-4.6	-8.0	-3.4	3.9	-7.3
O=C1CN(c2ccccc2)C(=S)N1C(=O)c1ccc(Br)cc1	-1.4	25.6	-108.2	6.7	-2.3	23.2	8.1	-6.7	1.2
C/C(CC(=O)Nc1ccc(Cl)cc1C(F)(F)F)=N\NC(=O)c1cccs1	-5.5	-15.9	16.5	5.2	-10.7	21.4	-5.2	-4.4	-6.5
Cc1ccc(C)c(OCC(=O)NNC(=O)c2ccc(NC(=O)C3CC3)cc2)c1	1.7	12.8	-10.2	-7.9	7.2	17.3	15.0	4.2	-1.2
CCN1CN(Cc2ccco2)CNC1=S	2.4	-11.6	15.6	4.5	3.2	2.5	-12.4	3.7	-15.4
O=C(O)c1ccc(S(=O)(=O)c2ccc3c(c2)C(=O)N(Cc2ccco2)C3=O)cc1	2.6	-39.5	6.0	7.7	3.6	6.0	-27.6	-3.1	-1.6
Cc1ccc(S(=O)(=O)N2CC=C(C(=O)NCc3ccccc3)CC2)cc1	-3.2	10.4	1.3	-4.5	-4.6	13.1	-4.5	6.1	-5.7
Cc1cccc(Oc2ccccc2NC(=O)c2cnccn2)c1	2.4	0.8	8.4	-2.5	-1.0	18.6	-6.2	-0.1	-4.2
CN(Cc1cccc(F)c1)C(=O)CN1C(=O)NC2(CCc3ccccc32)C1=O (stereo not drawn)	-7.3	2.3	10.8	4.9	-2.2	11.7	-15.7	-4.6	-11.5
Cc1coc2cc3oc(=O)c(CCC(=O)NCc4ccccn4)c(C)c3cc12	1.0	-3.3	-117.5	-0.1	-3.8	7.1	-5.3	1.3	0.0
COc1ccc(/C=C/C(=O)NCCc2ccc(S(N)(=O)=O)cc2)cc1	2.4	10.0	-6.3	0.5	-6.8	11.9	-14.7	-9.6	7.5
CC(CCc1ccccc1)NC(=O)COC(=O)c1ccc(F)cc1 (stereo not drawn)	-1.6	-3.2	19.6	3.0	6.3	19.3	5.1	-2.8	-2.8
Cc1cc(CCN2CCC(=O)NC2=O)ccc1OC(C)C	0.4	-2.4	4.7	5.0	-10.9	17.4	1.2	-1.1	-14.2
Cc1nnc(NC(=O)c2ccc(S(=O)(=O)N3CCCCC3)cc2)s1	1.3	-21.1	10.3	0.4	-5.6	12.4	6.3	-2.3	-2.8
CCCN(CCC)C(=O)Cn1c(=O)c2ccccc2n2c(=S)sc(-c3ccccc3C)c12	7.2	16.0	11.6	0.4	21.5	12.1	3.3	-8.4	-2.0
Cc1ccc(NC(=O)c2oc(=O)c3ccccc3c2-c2ccccc2)c(C)c1	1.2	21.4	4.6	-0.1	16.6	-5.3	2.1	-0.4	-12.8
Cn1ccnc1SCC(=O)Nc1ccc([N+](=O)[O-])cn1	1.9	-3.9	10.2	13.9	-0.4	12.5	-17.3	-1.7	4.5
NS(=O)(=O)c1ccc(N2N=C(c3ccccc3)CC2c2ccccc2)cc1 (stereo not drawn)	-73.5	31.8	-410.2	1.4	15.1	1.0	-9.4	-6.4	-4.4
COc1ccccc1NS(=O)(=O)c1ccc(C)c(C(=O)NC2=NCCS2)c1	-2.2	14.9	7.0	-3.8	-7.0	1.1	5.2	4.7	-1.4
COc1cc(C(=O)N(C)C2CCCCC2)ccc1OC1CCN(C(C)=O)CC1	2.0	-8.1	23.5	-10.5	0.6	3.2	-13.6	-6.6	-5.6
Cc1ccccc1NC(=O)C1=CC=CN2CCS(=O)(=O)N=C12	-0.7	-15.3	16.4	1.4	2.6	10.4	-20.7	-4.1	-4.8
O=C(CCc1ccccc1)Nc1ccc(N2CCOCC2)c(Cl)c1	3.0	18.2	16.7	5.0	12.6	19.1	-10.2	-3.9	1.1
COc1ccc(CC2(CO)CCN(CC3=Cc4cc(Cl)ccc4OC3)CC2)cc1	0.9	13.1	3.4	-10.1	30.2	25.7	-36.5	-10.9	-4.5
COc1ccc(C2/C(=C(\O)c3ccc4c(c3)OCCO4)C(=O)C(=O)N2CCCn2ccnc2)cc1 (stereo not drawn)	0.1	-3.2	23.9	4.5	27.4	10.5	17.3	2.8	-3.9
COC(=O)NC(NS(=O)(=O)c1ccccc1)(C(=O)OC)C(F)(F)F (stereo not drawn)	0.9	-0.8	7.9	-7.0	-5.4	-14.3	-7.1	-3.9	-0.3
NC1=NC(=O)/C(=C\C=C\c2ccccc2)S1	-8.6	7.6	-150.7	-2.5	4.5	14.2	1.6	-12.7	-5.1
S=C(Nc1ccc(Cl)cc1)Nc1cccc2cnccc12	-21.4	74.5*	-156.2	61.7*	82.7*	18.5	92.0*	84.8*	7.5
O=C(c1cc(-c2ccc(Cl)c(Cl)c2)on1)N1CCN(c2ccccc2)CC1	3.4	0.0	8.9	-0.8	7.5	6.2	4.1	-9.6	-8.5
CCOC(=O)c1c(C)c(-c2ccccc2)n(CC(=O)N2CCCC2)c1C	2.3	16.5	6.9	16.6	7.6	11.1	-6.4	-12.8	1.5
CCn1c(=O)c2cc(S(=O)(=O)NCc3ccccc3)ccc2n(CC)c1=O	1.1	0.9	3.9	-4.0	-10.4	12.0	2.7	5.7	-6.1
COc1ccc(NC(=O)N2CCC(c3ccccc3)C2)c(OC)c1 (stereo not drawn)	1.3	21.4	12.5	22.2	9.2	6.3	-0.1	-7.6	1.3

3 records drawn at random from those above, as already listed:
SMILES	SENP1 FRET inh	PfG6PD inh	SENP8 block-1	SENP7 block	Apaf-1 inh	NLRP3 yeast inh	SENP6 block	SENP8 block-2	HKDC1 inhibitor
COc1ccccc1NS(=O)(=O)c1ccc(C)c(C(=O)NC2=NCCS2)c1	-2.2	14.9	7.0	-3.8	-7.0	1.1	5.2	4.7	-1.4
COc1cc(C(=O)N(C)C2CCCCC2)ccc1OC1CCN(C(C)=O)CC1	2.0	-8.1	23.5	-10.5	0.6	3.2	-13.6	-6.6	-5.6
CCOC(=O)c1c(C)c(-c2ccccc2)n(CC(=O)N2CCCC2)c1C	2.3	16.5	6.9	16.6	7.6	11.1	-6.4	-12.8	1.5
